STAT1 act – activators of IFN-gamma induced STAT1 signaling; AID 932; 2.6% of 200,000 active; NIH 3T3 STAT1-luciferase reporter, luminescence; 100% = IFN-gamma alone, no compound; activation (% of control), % at 5.5 µM;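 active means activation above the screen-wide mean activation plus 3 SD, cut at about 130% in these data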;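 further: raw ratio to IFN-gamma control signal so 100% means no change and 0% no light; values of inactives mirror those of a sister screen read the other way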
NF-kB expr up – NF-kB expression increase, human neuronal cells; NF-kB reporter expression; active compounds read high; fold change at 12.5 µM; AID 1239; 1.6% of 190,000 active; in the data active means fold change above about 3.3
APP 5'UTR act – APP 5'UTR luciferase reporter activation. SH-SY5Y APP 5'UTR luciferase reporter, luminescence; zero percent = DMSO vehicle wells. activation, % at 2 µM. 1% of 190,000 active;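 active means activation above a set limit, based on mean plus 3 SD of controls, cut at about 140% in these data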; further: values of inactives mirror those of a sister screen read the other way
HMGR II inh – blocks class II HMG-CoA reductase of Enterococcus faecalis. purified E. faecalis HMGR, NADPH absorbance 340 nm kinetic. inhibition, % at 10 µM. 0.41% of 190,000 active. AID 1066;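 active means inhibition above a set limit, the median over all tested compounds plus 3 SD, cut at about 9.5% in these data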;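 further: enzyme runs in reverse so mevalonate oxidation gives rising NADPH absorbance; 0% = complete reaction with DMSO and 100% = background rate lacking mevalonate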
Redox H2O2 prof – compounds producing H2O2 with reducing agent – biochemical, NIH compound library profiling, artefact control for MLSCN library redox annotation, primary screen; AID 878; DTT-dependent redox cycling H2O2, phenol red/HRP absorbance; 100% = 100 µM peroxide control, 0% = buffer; 0.03% of 200,000 active; activation, % at 10 µM;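 active means activation of at least 50% relative to the plate's high and low controls in the primary single-dose screen; inactive means activation below 50%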;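 further: compound incubated with DTT at 0.8 mM final as the reducing agent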
Hsp70 activator – Hsp70 transcriptional activation, primary screen. HeLa Hsp70 promoter luciferase reporter, luminescence; scaled: vehicle 0, proteasome-inhibitor control 100%. activation, % at 10 µM. 0.04% of 200,000 active. AID 1203;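 active means activation above the mean across all tested compounds plus 3 SD, cutoff set per campaign, cut at about 5.5% in these data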;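 further: 100% = MG132 at 30 µM as the positive control and 0% = DMSO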
STAT1 blocker – reduces IFN-gamma driven STAT1 reporter signal | NIH 3T3 STAT1-luciferase reporter, luminescence | inhibition, % at 5.5 µM | 0.35% of 200,000 active | AID 920;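 active means inhibition above a set limit, the mean inhibition across all tested compounds plus 3 SD, cut at about 34% in these data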;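 further: 0% = IFN-gamma with DMSO and 100% = IFN-gamma with 300 µM nifuroxazide; values of inactives mirror those of a sister screen read the other way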
STAT3 activator – activators of IL-6 induced STAT3 signaling. activation (% of control), % at 5.6 µM. 0.91% of 190,000 active. AID 871. U3A cells, IL-6 STAT3-luciferase reporter, luminescence; 100% = signal with IL-6 EC80 alone;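 active means activation above the screen-wide mean of compound activation plus 3 SD, cut at about 130% in these data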;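 further: 0% = background luminescence of wells with medium and substrate only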
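Material: STAT1-lacking human U3A cells, STAT3 luciferase reporter | Benchmarks: IL-6-only wells as 100% reference | Probe or stimulus: IL-6 (33 ng/mL) | Timing: Compound 1 h, then IL-6 6 h at 37 °C | Detection: Luminescence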
STAT3 inh – reduces IL-6 driven STAT3 reporter signal; 0.89% of 190,000 active; U3A cells, IL-6 STAT3-luciferase reporter, luminescence; host cell line lacks STAT1; AID 862; inhibition, % at 5.5 µM;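 active means inhibition above the mean inhibition across all screened compounds plus 3 SD, cut at about 44% in these data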;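 further: 0% = DMSO only wells and 100% = 100 µM nifuroxazide control wells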
TLR4-MyD88 BLA – blocks binding of human TLR4 to MyD88; O00206+Q99836; inhibition, % at 8.4 µM; AID 861; HeLa CL3-4 TLR4/MyD88 BLA complementation, FRET ratio; 0.18% of 200,000 active; in the data active means inhibition above about 25%;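 further: 0% = vehicle and 100% = reference inhibitor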
Target sequence (O00206 whole entry, looked up): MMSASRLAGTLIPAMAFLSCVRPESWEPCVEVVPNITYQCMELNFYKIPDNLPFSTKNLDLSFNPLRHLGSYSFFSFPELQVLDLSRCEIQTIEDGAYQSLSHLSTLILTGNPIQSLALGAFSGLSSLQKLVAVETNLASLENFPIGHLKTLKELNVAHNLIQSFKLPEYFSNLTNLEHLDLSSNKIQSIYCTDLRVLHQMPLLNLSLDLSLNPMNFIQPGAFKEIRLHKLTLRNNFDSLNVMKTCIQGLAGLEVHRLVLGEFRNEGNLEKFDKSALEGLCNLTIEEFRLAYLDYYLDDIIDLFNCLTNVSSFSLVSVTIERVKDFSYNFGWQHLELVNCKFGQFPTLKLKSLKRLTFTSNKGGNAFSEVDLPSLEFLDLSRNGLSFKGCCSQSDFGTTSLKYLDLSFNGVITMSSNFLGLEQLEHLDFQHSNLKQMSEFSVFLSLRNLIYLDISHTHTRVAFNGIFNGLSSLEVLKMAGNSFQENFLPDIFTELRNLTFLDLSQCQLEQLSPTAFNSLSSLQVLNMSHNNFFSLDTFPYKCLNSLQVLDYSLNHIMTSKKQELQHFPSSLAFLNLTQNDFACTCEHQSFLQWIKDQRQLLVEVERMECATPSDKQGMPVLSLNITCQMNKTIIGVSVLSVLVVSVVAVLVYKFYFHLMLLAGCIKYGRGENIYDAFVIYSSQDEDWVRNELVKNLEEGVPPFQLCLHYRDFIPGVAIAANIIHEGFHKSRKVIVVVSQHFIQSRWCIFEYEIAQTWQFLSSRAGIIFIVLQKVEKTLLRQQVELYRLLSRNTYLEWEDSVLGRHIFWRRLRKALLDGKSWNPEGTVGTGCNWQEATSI
Target sequence (Q99836 whole entry, looked up): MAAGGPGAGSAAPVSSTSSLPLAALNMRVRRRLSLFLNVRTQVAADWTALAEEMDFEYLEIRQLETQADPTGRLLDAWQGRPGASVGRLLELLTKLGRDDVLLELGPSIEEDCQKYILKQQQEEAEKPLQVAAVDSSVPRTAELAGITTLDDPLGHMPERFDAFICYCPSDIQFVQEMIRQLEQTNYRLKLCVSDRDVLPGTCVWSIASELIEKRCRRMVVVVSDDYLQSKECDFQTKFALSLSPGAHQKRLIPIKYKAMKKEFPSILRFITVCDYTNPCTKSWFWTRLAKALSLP
Active calls of the source: *; x = not tested or not shown.

SMILES	STAT1 act	NF-kB expr up	APP 5'UTR act	HMGR II inh	Redox H2O2 prof	Hsp70 activator	STAT1 blocker	STAT3 activator	STAT3 inh	TLR4-MyD88 BLA
Cc1ccc(S(=O)(=O)NCC(C)NS(C)(=O)=O)cc1 (configuration not stated)	101	1.1	2	2	-0.2	-0.3	-1	98	3	-14
Cc1ccc(-c2noc(CN(C(=O)c3cccs3)C(C)C)n2)cc1	104	1.1	16	-2	0.8	0.0	-3	100	1	-8
COc1cccc(CNC(=O)CCC2CCCN(C(=O)CCn3cncn3)C2)c1 (configuration not stated)	106	1.2	0	-1	-2.0	0.1	-8	112	-11	6
CC(=O)Oc1ccccc1-c1nc(C)nc(N(C)C(C)=O)n1	102	1.6	27	-15	-2.2	0.3	-1	103	1	14
Cc1cc(C)nc(/N=C(\N)Nc2ccc(-c3ccccc3)cc2)n1	92	0.83	30	2	-0.8	-0.2	6	75	33	3
COC(=O)CSc1nnc(Cc2ccccc2)n1-c1ccc(C)cc1	102	0.89	16	-6	-1.0	-0.1	0	101	2	6
COc1ccccc1NS(=O)(=O)c1ccc(NC(=O)c2nc3ncccn3n2)cc1	101	0.95	8	-4	2.9	0.1	-1	104	1	-12
Clc1cccc(NCc2cn3cccnc3n2)c1	112	1.9	-2	-1	-0.6	-0.3	-15	95	9	-6
COc1ccc(NC(=O)Nc2nnc(C(C)C)s2)cc1	130*	2.4	69	1	1.9	0.0	-33	97	12	-3
Cc1cnc(C(=O)Nc2ccc(F)cc2)cn1	113	1.7	54	-2	1.8	0.1	-15	103	0	1
Cc1cc(C)n(C(=O)CSc2nc3ccccc3o2)n1	94	1.2	21	-5	-0.5	0.1	5	101	3	4
Cc1ccccc1NC(=S)N1CCC(NC(=O)c2ccco2)CC1	94	1.2	-5	-1	-0.4	0.3	6	96	7	-2
CC(=O)c1sc(Nc2nc3cc4c(cc3s2)OCO4)nc1C	174*	2.9	91	-5	-1.0	-0.1	-82	94	14	17
COc1ccc(/C=N/Nc2nccnc2Cl)c(OC)c1	120	2.4	26	18*	0.0	0.2	-20	107	-6	13
CC1=C(C(=O)N2CCOCC2)C(c2ccc(-c3ccccc3)cc2)NC(=S)N1 (configuration not stated)	107	1.1	11	-10	-0.2	0.2	-9	102	6	-4
Cc1cc(NC(=O)C2CCN(S(=O)(=O)c3cccs3)CC2)no1	92	0.98	-5	-5	0.1	-0.1	9	93	12	-10
O=C(COc1cccc2cccnc12)N1CCc2ccccc2C1	96	1.3	4	-5	-1.9	-0.2	4	97	8	-19
COc1ccc(N2CCN(C(=O)CSc3nnc(CNc4ccccc4)o3)CC2)cc1	101	1.1	-15	0	0.6	-0.1	-2	99	4	-10
CCOC(=O)c1c(NC(=O)c2cc(-c3ccc(Cl)s3)nc3ccccc23)sc(C(N)=O)c1C	102	1.1	-1	4	0.6	0.2	-2	101	2	-10
O=C(OCc1cccc2ccccc12)C1CC(=O)N(c2ccccc2)C1 (configuration not stated)	96	1.3	21	-7	1.5	-0.2	4	101	2	14

Full records from above. Values in the order: STAT1 act | NF-kB expr up | APP 5'UTR act | HMGR II inh | Redox H2O2 prof | Hsp70 activator | STAT1 blocker | STAT3 activator | STAT3 inh | TLR4-MyD88 BLA
`O=C(COc1cccc2cccnc12)N1CCc2ccccc2C1` reads 96 | 1.3 | 4 | -5 | -1.9 | -0.2 | 4 | 97 | 8 | -19
`Cc1cc(C)nc(/N=C(\N)Nc2ccc(-c3ccccc3)cc2)n1` reads 92 | 0.83 | 30 | 2 | -0.8 | -0.2 | 6 | 75 | 33 | 3
`CC1=C(C(=O)N2CCOCC2)C(c2ccc(-c3ccccc3)cc2)NC(=S)N1` (configuration not stated) reads 107 | 1.1 | 11 | -10 | -0.2 | 0.2 | -9 | 102 | 6 | -4
`O=C(OCc1cccc2ccccc12)C1CC(=O)N(c2ccccc2)C1` (configuration not stated) reads 96 | 1.3 | 21 | -7 | 1.5 | -0.2 | 4 | 101 | 2 | 14
`COc1ccc(NC(=O)Nc2nnc(C(C)C)s2)cc1` reads 130* | 2.4 | 69 | 1 | 1.9 | 0.0 | -33 | 97 | 12 | -3

Next part:
SMILES	STAT1 act	NF-kB expr up	APP 5'UTR act	HMGR II inh	Redox H2O2 prof	Hsp70 activator	STAT1 blocker	STAT3 activator	STAT3 inh	TLR4-MyD88 BLA
CC1(C)CC(=O)C(C=NCCC2=CCCCC2)=C(O)C1	96	1.3	-7	-1	-0.2	-0.6	5	102	2	-2
Cc1nc(OCc2ccccc2)c2sc3nc4c(cc3c2n1)COC(C)(C)C4	120	1.5	32	-5	1.6	-0.2	-22	85	22	-6
CCOc1ccc(C2CC(c3ccc(CC)cc3)n3nc(N)nc3N2)cc1 (configuration not stated)	103	1.1	-4	-5	-2.9	-0.3	-2	106	-7	-7
CCCS(=O)(=O)Nc1cc(C(F)(F)F)ccc1OCCOC	101	1	0	0	-0.5	0.0	-1	104	3	6
COc1ccc(C)cc1NC(=O)NCc1ccco1	93	1.3	9	-4	-0.6	0.0	8	83	27	-4
O=C(Nc1ccc2nc(-c3cccnc3)[nH]c2c1)C1CCCCC1	104	0.67	28	-6	1.4	-0.1	-4	83	23	-17
CCOC(=O)C1=C(CBr)NC(=O)NC1C (configuration not stated)	93	1	17	1	0.3	0.0	6	103	4	7
CCOC(=O)C1CCN(S(=O)(=O)c2cccc(-c3csc(C)n3)c2)CC1	98	0.84	14	-2	-2.8	0.4	2	96	9	-14
CC(C)Oc1nnnn1-c1ccccc1	98	1.1	-4	-4	3.1	-0.2	2	103	1	12
CCCN(Cc1ccccc1)C(=S)Nc1ccc(F)cc1	101	0.88	3	-2	-0.1	-0.1	-3	111	-3	-5
O=C(O)CSCc1c(F)cccc1Cl	102	0.88	14	-11	0.4	-0.2	-3	99	5	2
Cc1cccc(NC(=O)c2cc(NC(=O)C3CCCCC3C(=O)O)ccc2Cl)n1 (configuration not stated)	104	1.1	-11	0	2.0	-0.1	-4	96	4	-6
COc1ccc(C/C(C)=N/NC(=O)c2ccncc2)cc1	103	1.1	6	0	-0.3	-0.1	-3	102	2	-4
CCOC(=O)C1=C(C)NC(=S)NC1C (configuration not stated)	99	1.3	16	-1	-0.3	-0.1	-1	116	-17	-6
CN(C(=O)CSc1nnc(Cc2cccc3ccccc23)n1N)C1CCS(=O)(=O)C1 (configuration not stated)	99	1.1	5	-6	-1.3	0.1	1	104	1	-1
N#Cc1ccccc1COc1ccc(/C=C/C(=O)O)cc1	83	0.56	-60	-2	-1.8	-0.6	18	64	48*	-14
CCOC(=O)N1CCC(NC(=O)c2cc(C(=O)Nc3ccc(S(=O)(=O)N4CCOCC4)cc3)ccc2CO)CC1	100	0.93	-7	-1	-1.0	0.0	-1	95	12	-3
COc1ccc(OC)c(/C=N/NC(=O)c2cc[n+](CC(=O)c3ccccc3)cc2)c1	100	0.87	-4	5	0.0	0.2	0	106	-11	10
COC(=O)c1ccc2c(=O)n(NC(=O)C(c3ccccc3)c3ccccc3)c(=S)[nH]c2c1	97	0.76	9	-2	0.0	-0.3	3	102	4	0
N#Cc1cc2c(nc1SCC(N)=O)CCCCC2	114	2.5	88	1	0.1	0.1	-15	96	11	1
O=C(NC(=S)Nc1ccccc1N1CCCC1)c1ccccc1[N+](=O)[O-]	98	0.7	0	-5	-0.2	-0.5	2	97	3	2
O=C(c1cc(-c2ccccc2)on1)N1CCN(C(=O)c2ccco2)CC1	100	1.4	-1	5	1.1	-0.1	0	104	-2	1
CC(C)CN(CC(C)C)S(=O)(=O)N1CCC(C(=O)NCc2cccnc2)CC1	99	2.7	14	-9	0.1	-0.3	0	104	-3	2
CN(C[C@H](Cc1ccccc1)N(C[C@@H](CC1CCCCC1)N(CCc1ccccc1)N=O)N=O)N=O	104	0.89	4	1	0.6	-0.1	-2	x	x	-20
CC1(C)CC(=O)c2c(-c3cccnc3)n[nH]c2C1	98	1.1	-12	-7	-0.1	-0.3	2	98	2	-1
Cc1ccc(S(=O)(=O)N2CCN(C(=O)CSc3nnc(C)s3)C2)cc1	101	1.3	2	-4	-2.5	0.3	-2	99	10	-8
COc1cccc(N(C(=O)c2ccco2)C(C(=O)NC2CCCC2)c2ccc(N(C)C)cc2)c1 (configuration not stated)	90	0.94	5	0	2.6	-0.4	11	92	15	-1
O=C(CC1S/C(=N\S(=O)(=O)c2ccc(F)cc2)N(c2ccccc2)C1=O)Nc1ccccc1 (configuration not stated)	96	1.2	-14	-3	-0.4	0.0	4	87	18	4
O=c1[nH]c2c(n(C3CCCCC3)c1=O)CCC2	102	2.7	-8	0	0.2	-0.2	-3	114	-12	-9
CCCC(=O)Nc1cccc(-c2nc3ccccc3o2)c1	109	1.1	15	-3	-0.7	0.3	-10	88	20	10
C=CCn1c(COc2ccc(OC)cc2)nnc1SCn1nnc2ccccc2c1=O	91	0.9	-8	1	-0.2	-0.4	10	109	-10	20
CC(C)OC(=O)/C(=C\C=C\c1ccccc1)NC(=O)c1ccccc1	95	0.83	8	0	-5.1	-0.2	6	93	19	9
CC(C)COc1ccc(C(=O)OC2CC(C)(C)OCC2CN(C)C)cc1 (configuration not stated)	90	0.81	1	-1	-0.4	0.0	11	96	9	0
CCCCc1ccc(NC(=O)C(C)CC)cc1 (configuration not stated)	109	0.88	7	-5	0.2	-0.2	-11	99	2	4
COc1cc(-c2nnc3n2N=C(c2ccccc2)CS3)cc(OC)c1OC	99	0.42	-94	-2	2.7	-0.2	1	88	19	-7
Cc1cccn2c(=O)c(/C=N/O)c(N3CCOCC3)nc12	100	1.2	-1	3	-0.2	-0.4	-2	98	5	12
CCN(CC)CCN(CC)Cc1ccccc1Br	97	0.96	5	-5	-0.7	-0.5	4	104	1	8
CCOC(=O)CN1CC23C=CC(O2)C(C(=O)NCc2cccs2)C3C1=O (configuration not stated)	96	0.97	-1	0	0.0	0.0	4	98	1	-8
Cc1ccc(NC(=O)CC2SC(=NCC3CCCO3)NC2=O)cc1Cl (configuration not stated)	99	0.91	2	-4	-0.2	-0.3	1	98	5	10
COc1cccc(N2CCN(CC(=O)Nc3ccc(SC(F)F)cc3)CC2)c1	96	1	8	-9	0.1	-0.5	4	99	-3	-4
Cc1sc(NC(=O)c2oc3ccccc3c2C)c(C#N)c1C	102	1.4	15	-2	0.5	1.3	0	96	6	-10
Cc1cccc2nc(=S)n(C(=O)c3ccco3)n12	197*	12*	146*	5	-1.6	0.8	-106	134*	-32	-6
CCc1c(C)nc(SCC(=O)N2C(C)CCCC2C)[nH]c1=O (configuration not stated)	98	1.5	7	2	-0.6	0.0	1	89	15	10
CCc1c(C)c2c(C)nn(-c3ccccc3)c2[nH]c1=O	88	1.6	0	2	0.6	0.4	13	87	18	0
CCOC(=O)C1C(c2cccs2)NC(=O)N(C)C1(O)C(F)(F)F (configuration not stated)	104	1.1	-10	0	2.1	0.3	-5	101	3	-1
Cc1ccc(N2CCCn3c2cc(C)c(C#N)c3=O)cc1Cl	97	1.1	19	-8	2.6	-0.3	4	96	8	-4
CC(=O)c1cccc(S(=O)(=O)N(CCCO)Cc2cc3ccc(C)cc3[nH]c2=O)c1	109	1.1	-1	3	2.4	0.4	-10	100	9	-6
CCNc1nc(NCC)nc(N(C)n2cnnc2)n1	100	1.2	12	-2	1.7	0.6	0	109	-5	-13
